Assay outcomes: PubChem, several laboratories
MsrA inh – inhibits bovine methionine sulfoxide reductase A; purified bovine MsrA, absorbance read-out; inhibition, % at 15.5 µM; actives 0.75% (n = 360,000); in the data active = inhibition above about 4.5%;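 also: 0% = vehicle wells with enzyme and 100% = reference inhibitor wells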
Rin1 Abl inh – inhibitors of human Rin1-Abl protein interaction. TR-FRET Rin1/Abl binding, biochemical. inhibition, % at 7.35 µM. actives 0.4% (n = 360,000); in the data active = inhibition above about 5%, passing the limit was not always enough
bovine MsrA act – bovine methionine sulfoxide reductase A activation. actives 0.3% (n = 360,000). purified bovine MsrA, absorbance read-out. activation, % at 10.6 µM; in the data active = activation above about 7.5%;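 also: 0% = vehicle and 100% = reference activator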
Neddyl block – inhibitors of human cullin neddylation | P61081+Q13564 | TR-FRET cullin neddylation, biochemical | calls only at 25 µM | actives 0.58% (n = 360,000) | AID 651699; in the data active = inhibition above about 36%
CSN deneddyl inh – CSN deneddylation inhibition; actives 0.38% (n = 360,000); Purified CSN, SCF-Nedd8-OG deneddylation, fluorescence polarization; inhibition, % at 12.5 µM;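 active = pattern-corrected inhibition above about 35%, with an unprinted fluorescence ratio check between 0.5 and 1.5, limit read from the data, passing the limit was not always enough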;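 also: 0% = enzyme with substrate and 100% = substrate without enzyme; some results filed as inactive read as strong as hits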
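Test system: purified human Csn5 enzyme expressed in HEK293T cells. Amount: 0.24 nM enzyme. Reagent: SCFSkp2-Nedd8OG substrate at 10 nM final. Schedule: 90 min incubation of compound, enzyme and substrate at room temperature. Detection: fluorescence polarization. Read-out: % inhibition of substrate cleavage by Csn5.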
FAS TE block – inhibitors of human fatty acid synthase thioesterase domain; recombinant FAS-TE, OMFH fluorogenic substrate, fluorescence endpoint; AID 602261; actives 0.67% (n = 360,000); inhibition, % at 15 µM;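 active = compounds whose normalised, plate-corrected inhibition of enzyme fluorescence in the single-dose primary screen is 50% or more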;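 also: 0% = DMSO with enzyme and 100% = substrate without enzyme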
E coli Lon inh – inhibits E. coli Lon protease. inhibition, % at 7.94 µM. P0A9M0. actives 0.42% (n = 360,000). purified E. coli Lon protease, fluorescence polarization; in the data active = inhibition above about 13%, passing the limit was not always enough;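 also: 0% = enzyme with probe and DMSO and 100% = no enzyme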
Tb MetRS inh – blocks T. brucei methionyl-tRNA synthetase activity; purified T. brucei MetRS, ATP depletion, Kinase-Glo luminescence; inhibition, % at 11.9 µM; actives 0.4% (n = 360,000);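 active = inhibition above a per-plate cutoff of the control wells' mean inhibition plus 3 SD, cut at about 5.5% in these data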;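 also: 0% = DMSO wells median and 100% = median of wells with control inhibitor compound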
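Dosing: 11.9 µM single point; system: parasite MetRS enzyme; technique: luminescence of leftover ATP; times: 15 min enzyme-compound preincubation, 2 h reaction, 10 min detection, 25 °C; replicates: each compound tested once; read-out basis: percent inhibition relative to median high and low control wells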
PABP1 MLLE inh – inhibitors of microRNA-mediated deadenylation, human PABP1 MLLE binding; P11940; GST-MLLE / FITC-PAM2 fluorescence polarization; inhibition, % at 20 µM; actives 0.36% (n = 360,000); AID 588489; in the data active = inhibition above about 35%, passing the limit was not always enough;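 also: plate controls were DMSO wells with GST-MLLE for no effect and wells lacking GST-MLLE protein for full effect; some results filed as inactive read as strong as hits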
* marks the source's active call; other numbers are inactive results; i = inactive; . = not tested or not shown.

SMILES | MsrA inh | Rin1 Abl inh | bovine MsrA act | Neddyl block | CSN deneddyl inh | FAS TE block | E coli Lon inh | Tb MetRS inh | PABP1 MLLE inh
Cn1nc(C(C)(C)C)c([N+](=O)[O-])c1C(=O)Nc1ccccc1 | -0.8 | -4 | -3 | i | 3 | -13 | -3 | -0.3 | -12
COc1ccccc1N(CC(=O)NCCc1ccccc1)C(=O)CCC(=O)Nc1cc(C)ccn1 | 1.3 | 1 | -2 | i | 0 | -2 | 15 | 0.5 | 0
CCOc1cc(N2CCOCC2)c(OCC)cc1NC(=O)CSc1n[nH]c(N)n1 | 0.0 | -1 | -3 | i | 2 | -10 | 0 | 0.4 | -7
CC1CCc2c(sc3ncn4c(SCC(=O)NCc5ccco5)nnc4c23)C1 (stereo not drawn) | -1.6 | 3 | -13 | i | 1 | -2 | -2 | -1.6 | 7
[O-][N+]12CCN(CC1)c1ccccc12 | 0.5 | -6 | -2 | i | -2 | -8 | 4 | 0.2 | -2
Cn1c(CN2CCCC2)nc2cc(NC(=O)COc3ccc(Cl)cc3)ccc21 | 0.0 | 2 | -1 | i | 1 | -3 | -6 | 0.2 | -21
O=C(CSc1nc2cc(Cl)ccc2s1)NC(=O)NCc1ccco1 | 0.4 | 0 | -11 | i | 13 | -2 | -13 | -1.6 | -40
Nc1nc(N2CCCCC2)nc2ccccc12 | 1.6 | 2 | -2 | . | -1 | -4 | -6 | -1.1 | 9
CCCC(=O)Nc1ccc(S(=O)(=O)N2CCCC2)cc1 | -0.9 | 1 | -13 | i | -1 | -10 | -6 | -0.5 | -2
Cc1cccc(NC(=O)C2CCN(C(=O)NC3CCCCC3)CC2)c1 | -0.8 | 0 | -2 | i | 0 | -2 | -3 | -0.1 | -3
CCCOc1ccc(C(=O)N2CC3(CC(c4cccc(NC(=O)[C@@H]5CCC(=O)N5)c4)=NO3)C[C@H]2C(=O)NC2(C(N)=O)CC2)cc1 (stereo partly drawn) | 0.1 | 1 | 1 | i | 7 | -10 | -5 | 0.4 | 4
CC(=O)Nc1sc2c(c1C#N)CCCC2 | -0.8 | 1 | -9 | i | 2 | -6 | -7 | -1.2 | -1
COc1ccccc1NC(=O)Cc1nc(CCl)cs1 | 1.5 | 1 | 3 | i | -7 | -8 | -2 | 0.0 | 15
CC(C)C[C@H]1CNC(=S)N1CC1CCCN1C[C@H](Cc1ccccc1)N1C[C@H](Cc2ccc(O)cc2)N(CC2CCCCC2)C1=S (stereo partly drawn) | 0.2 | 0 | -3 | i | 2 | -96 | -9 | -0.1 | 4
CN(CC(=O)Nc1ccc(N2CCOCC2)cc1)C(=O)CCc1ccccc1Cl | 1.2 | -1 | -3 | i | 8 | 0 | 10 | -0.8 | -4
Cc1nnc(C)n1/N=C/c1cccnc1 | -1.7 | -2 | -2 | i | 2 | -6 | 3 | 0.3 | 8
CCOc1ccccc1NC(=S)NC(=O)CCCOc1ccc(Cl)cc1Cl | 1.8 | 0 | -9 | i | 4 | 28 | 0 | -0.9 | 26
CCS(=O)(=O)c1nc(S(=O)(=O)c2ccc(C)cc2)c(N2CCC3(CC2)OCCO3)s1 | 0.0 | 5 | -12 | i | -2 | 3 | 4 | -0.6 | -1
N#CCc1cccnc1Sc1ccc(Cl)cc1 | 1.0 | 1 | 0 | i | -3 | -1 | -9 | 0.4 | -9
COc1ccccc1NC(=O)CCN1CCN(C)CC1 | 0.4 | 0 | -6 | i | 0 | -4 | 8 | 0.4 | 6
OC(COCCOc1ccc(Br)cc1)CN1CCN(Cc2ccccc2)CC1 (stereo not drawn) | -0.7 | -2 | -1 | i | 1 | -3 | 11 | -0.7 | 8
O=C(Nc1cccc(C2OCCCO2)c1)c1cccs1 | 0.3 | 1 | -8 | i | -5 | -7 | 14 | -0.4 | -5
O=C(c1ccncc1)N1CCN(C2CCCCC2)CC1 | 1.4 | 10* | -3 | i | 1 | -4 | -4 | 0.3 | -11
CCN(Cc1ccccc1)CC(O)COc1ccccc1 (stereo not drawn) | -0.6 | -3 | 1 | i | 0 | -2 | 2 | -0.6 | -9
CC(=O)NCCn1c(SCc2ccccc2C)nc2ccccc2c1=O | 2.7 | -6 | 0 | i | -3 | -1 | -2 | -0.1 | 2
CCOc1ccccc1NC(=O)NC1(C(=O)NCC2CCCO2)CCCCC1 (stereo not drawn) | 2.5 | 2 | -1 | i | 8 | -4 | -5 | 0.0 | 3
O=C(OCCOc1ccccc1F)c1cc(S(=O)(=O)N2CCOCC2)ccc1F | 0.3 | 0 | 3 | i | -3 | 8 | -12 | -0.3 | -3
CCN(CC1COc2ccccc2O1)C(=S)NC1CC2CCC1C2 (stereo not drawn) | -0.1 | 0 | -7 | i | 0 | -2 | 6 | -0.7 | -88
Cc1nn(C)c(Cl)c1C(=O)NC(C(=O)O)c1ccccc1 (stereo not drawn) | -1.0 | -1 | -2 | i | 4 | -1 | -2 | -0.7 | -7
COc1ccc(N2CCN(C(=O)c3cccnc3)CC2)c([N+](=O)[O-])c1 | 0.5 | -2 | 1 | i | 2 | -2 | -6 | 2.5 | -6
COc1ccc(N=C2SCC(=O)N2Cc2ccccc2)cc1 | -1.3 | -3 | -6 | i | -2 | 21 | -4 | -1.0 | 14
Cc1cccc(NC(=O)CNc2cc(C)ccc2C)c1 | -1.3 | 3 | -11 | i | 2 | 5 | 0 | -0.8 | -10
CCOc1ccc(CC2c3cc(OCC)c(OCC)cc3CCN2C(=O)CN2CCN(C)CC2)cc1OCC (stereo not drawn) | 0.5 | 0 | -2 | i | -2 | -7 | -1 | -0.1 | 7
CC(C)Cc1nnc(NC(=O)CCN2C(=O)c3ccccc3C2=O)s1 | -0.1 | -4 | 5 | i | -2 | -7 | -9 | 0.1 | -9
C=C(C)CSc1nnc([C@@H]2CCCN2)o1 | 1.6 | 1 | -5 | i | -2 | -5 | 1 | -0.3 | 2
CC(=O)c1ccc(NC(=O)CC2S/C(=N/N=C3CCCCCC3)NC2=O)cc1 (stereo not drawn) | 0.6 | 1 | -4 | i | -6 | 5 | -7 | -0.3 | -9
Cc1ccc2cccc(S(=O)(=O)Nc3ccc4c(c3)OCO4)c2n1 | -0.4 | 3 | 4 | i | -6 | 3 | -6 | -0.7 | 2
CCCOc1cccc(-c2nn(-c3ccccc3)cc2/C=C(\C#N)C(=O)NCCCn2ccnc2)c1 | -0.5 | 0 | -4 | i | 30 | -18 | -26 | -0.1 | -49
O=C(NCCF)C1Nc2ccc(OC(F)(F)F)cc2C2C=CCC12 (stereo not drawn) | 0.5 | 5 | -10 | i | 2 | -1 | -6 | -0.5 | -9
CC(C)Cc1nc2ccccc2[nH]1 | 0.7 | -2 | -4 | i | 3 | -5 | -1 | -0.4 | -8
COc1ccc(OC)c(NC(=O)CSc2nc(C)cs2)c1 | -0.1 | -1 | -16 | i | 0 | -7 | -12 | -1.8 | -21
O=C(CCN1CCN(CC(=O)Nc2ccccc2F)CC1)Nc1ccccc1F | -1.4 | -2 | -4 | i | 1 | -7 | -18 | -1.5 | -4
c1ccc(C(c2nnnn2Cc2cccs2)N2CCN(C3CCCC3)CC2)cc1 (stereo not drawn) | -0.8 | 2 | -2 | i | 1 | -5 | 1 | -0.1 | 5
CCOC(=O)N1CCC(N2Cc3cccc(C(=O)N4CCN(c5cccc(Cl)c5)CC4)c3C2=O)CC1 | -0.5 | -4 | -7 | i | 2 | -1 | 4 | -0.8 | -2
COC(=O)c1ccc(CSc2cc(C)c3ccccc3n2)o1 | -0.7 | -1 | -1 | i | 5 | 24 | -1 | -0.4 | 18

Quoted at random: 5 entries already listed, in no set order.
SMILES | MsrA inh | Rin1 Abl inh | bovine MsrA act | Neddyl block | CSN deneddyl inh | FAS TE block | E coli Lon inh | Tb MetRS inh | PABP1 MLLE inh
Cn1c(CN2CCCC2)nc2cc(NC(=O)COc3ccc(Cl)cc3)ccc21 | 0.0 | 2 | -1 | i | 1 | -3 | -6 | 0.2 | -21
O=C(CSc1nc2cc(Cl)ccc2s1)NC(=O)NCc1ccco1 | 0.4 | 0 | -11 | i | 13 | -2 | -13 | -1.6 | -40
CCOC(=O)N1CCC(N2Cc3cccc(C(=O)N4CCN(c5cccc(Cl)c5)CC4)c3C2=O)CC1 | -0.5 | -4 | -7 | i | 2 | -1 | 4 | -0.8 | -2
O=C(Nc1cccc(C2OCCCO2)c1)c1cccs1 | 0.3 | 1 | -8 | i | -5 | -7 | 14 | -0.4 | -5
O=C(OCCOc1ccccc1F)c1cc(S(=O)(=O)N2CCOCC2)ccc1F | 0.3 | 0 | 3 | i | -3 | 8 | -12 | -0.3 | -3

Other compounds follow:
SMILES | MsrA inh | Rin1 Abl inh | bovine MsrA act | Neddyl block | CSN deneddyl inh | FAS TE block | E coli Lon inh | Tb MetRS inh | PABP1 MLLE inh
Cc1ccc(C)c(NC(=O)c2ccccc2Sc2ccc([N+](=O)[O-])cc2Cl)c1 | -1.4 | 0 | -8 | i | 4 | 46 | -1 | -0.8 | -6
Cn1c(=S)n(/N=C/c2ccc3c(c2)OCO3)c2ccccc21 | -0.1 | -5 | -2 | i | 1 | 13 | -3 | -1.3 | -130
Cc1cc(C)nc(/N=C(\N)Nc2ccc(F)c([N+](=O)[O-])c2)n1 | -0.3 | 0 | -10 | i | 3 | -4 | -5 | -1.1 | 0
COc1ccc(OCC(=O)NC(=S)Nc2ccc3c4c(cccc24)CC3)cc1 | 2.6 | -19 | -4 | i | 4 | 11 | -10 | -0.7 | 20
CCCCCCCCN1C(=O)[C@H](CC(=O)NCCCOC)C[C@@]2(C(=O)OCC)CCCC=C12 | 0.7 | . | -8 | i | -4 | -6 | 3 | -1.4 | .
Cc1ccc(/C=N/NC(=S)N2CCOCC2)cc1 | 0.2 | 4 | -2 | i | -5 | -7 | 0 | 0.3 | 3
C/C(=N\Nc1ccc(C(=O)O)cc1)c1ccc(Cl)s1 | 2.4 | 0 | -3 | i | 2 | -4 | -2 | 0.6 | 17
O=C(NCc1ccccc1)C1CCN(S(=O)(=O)c2ccc(Cl)cc2)CC1 | 0.6 | -2 | -1 | i | -9 | 2 | 2 | -0.3 | 0
Cc1cn([C@H]2C[C@H](O)[C@@H](/C=C/C(=O)NCCN3CCCCC3)O2)c(=O)[nH]c1=O | -0.3 | 1 | -4 | i | -1 | -2 | -13 | 0.4 | 3
COc1ccc(S(=O)(=O)N2CCC(C(=O)N3CCc4ccccc4C3)CC2)cc1OC | 0.8 | 0 | 6 | i | 1 | 8 | -5 | -0.4 | 4
N#Cc1ccc(OCC(=O)Nc2cccc(S(=O)(=O)NC3=NCCCCC3)c2)cc1 | 1.7 | 1 | -1 | i | 4 | -8 | -9 | -0.5 | -23
CCCCNCc1cc(OCC)c(OCC)cc1Br | -0.3 | 2 | -3 | i | -2 | -7 | 0 | -0.6 | 3
CCCc1cc(=O)n2[nH]c(NCc3ccccc3F)nc2n1 | -0.6 | 0 | 0 | i | 4 | -6 | -1 | -0.3 | -5
COc1ccc(N=C2S/C(=C\c3cccs3)C(=O)N2CC(C)C)cc1 | 0.3 | -1 | -3 | i | -3 | 21 | -3 | -0.3 | -11
CC1(C)NC(=O)N(CCCOc2ccccc2Br)C1=O | -1.7 | -1 | -13 | i | 7 | -11 | -5 | -1.1 | -1
O=c1c(CO)cc(CO)cc(CO)c1O | 1.2 | 31* | -5 | i | 2 | -6 | 8 | 0.2 | 1
O=C(CNc1cc(S(=O)(=O)N2CCCC2)ccc1OCC(F)(F)F)Nc1ccc(SC(F)F)cc1 | -1.0 | -2 | 1 | i | 2 | 65* | 8 | 0.6 | -34
CCOCCCn1c(=S)[nH]c2cc(C(=O)NCCN(CC)CC)ccc2c1=O | 1.4 | -5 | -1 | i | 2 | -8 | 6 | -0.1 | -28
